Assay outcomes deposited in PubChem by University of Kansas High Throughput Screening Laboratory.
Pf apPOL block = Pf-apPOL DNA polymerase inhibition; inhibition, % at 10 µM; 210,000 tested, 0.25% active; Recombinant Pf-apPOL, molecular beacon fluorescence, 1.5 h; AID 1794808
mHTT-CaM PPI inh = inhibitors of human mutant huntingtin-calmodulin interaction. AID 1671202. 190,000 tested, 3.6% active. inhibition, % at 15 µM. P42858. AlphaScreen His-mHTT/GST-CaM binding, luminescence;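 note: 0% = both proteins with DMSO and 100% = one protein alone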
Active calls of the source: *; x = not tested or not shown; & = joins results of further samples. Cut-off read from the data, not from the text of the source: active = inhibition above about 50%; inactive = the rest.

SMILES,Pf apPOL block,mHTT-CaM PPI inh
COc1ccc2cccc(CCNC(C)=O)c2c1,-3,x
O=C(O)c1ccc(Oc2ccccc2)nc1,2,x
COC(=O)c1sccc1NC(=O)c1noc2c1CCCC2,-4,0
COc1ccc(S(=O)(=O)NCCC2CCN(C(=O)c3ccccc3)CC2)cc1,1,28
N#Cc1cc2c(N)c(C(=O)Nc3ccccc3Oc3ccccc3)sc2nc1N,-1,81*
Cc1cc(C)cc(N2CC(C(=O)N3CCN(c4ccccc4F)CC3)CC2=O)c1 (configuration not stated),-4,12
Cc1c(C(=O)N2CCN(C)CC2)oc2ccc(S(=O)(=O)N3CCCCCC3)cc12,4,9
O=C(c1cccc2[nH]ccc12)N1CCCC1c1nc(-c2cccc(Cl)c2)no1 (configuration not stated),-1,19
Cc1ccc(NC(=O)OCCN2CCN(Cc3ccccc3)CCC2=O)cc1,-6,30
CC(C)c1c(C2CCN(C(=O)c3ccc4c(c3)OCO4)CC2)noc1N,-5,5
NC(=O)c1c(NC(=O)CCCS(=O)(=O)Cc2ccccc2)sc2c1CCCC2,-6,-7
Cc1cccc(N2CC(C(=O)Nc3ccc(Br)cc3)CC2=O)c1C (configuration not stated),0,23
Cc1ccnc(N2CCCC(C(=O)NCc3ccccc3F)C2)n1 (configuration not stated),-2,-5
O=C(NCc1cccnc1)c1ccc(Cn2nnc3ccccc3c2=O)cc1,-2,15
COc1ccc(-c2cc(N3CCN(C(=O)c4ccc(Br)o4)CC3)ncn2)cc1,-2,-8
CCCCc1nc(SCC(=O)NC2CCCCC2)n[nH]1,2,-4
CC(=O)NC(=O)c1cc2cc(Cl)ccc2oc1=Nc1ccc(C)cc1,-6,7
Cc1c(C(=O)NCC(C)C)cnn1-c1ccccc1,-2,4
COc1ccc(S(=O)(=O)c2cc(NC(=O)c3cccc([N+](=O)[O-])c3)c(C)c(C)c2O)cc1,2,8
CCCNC(=O)CCC1CCCN(c2cc(NCC)ncn2)C1 (configuration not stated),-8,-1
CCN1C(=O)/C(=C2\SC(=S)N(C3CCS(=O)(=O)C3)C2=O)c2ccccc21 (configuration not stated),x,14
COc1cccc(NC(=O)c2ccc(-c3ncccc3NC(C)=O)cc2)c1,11,7
O=C(NCc1cccc(F)c1)N1CCCN(C2CCN(Cc3ccc(F)cc3)C2=O)CC1 (configuration not stated),0,15
CCCCNC(=O)CC1CCN(c2ccnc(NCC)n2)CC1,-2,6
CC(=O)Nc1ccc(Nc2nc3ccccc3nc2NS(=O)(=O)c2cccs2)cc1,2,-3
COc1cccc(C2C(C#N)=C(N)Oc3c2c(=O)[nH]c2ccccc32)c1OC (configuration not stated),2,35
Cc1noc(-c2nn(C)c3c2CN(C(=O)c2cc(F)ccc2Cl)CC3)n1,-2,-3
Cc1cc(OCC(=O)Nc2cccc3nsnc23)ccc1Cl,-4&-18,-17&-18
Clc1ccc(OCCn2nnc3ccccc32)cc1,-3,-11
Cc1cccc(OCC(=O)N2CC3(C)CC2CC(C)(C)C3)c1C (configuration not stated),-5,2
c1ccc(-c2noc(C3CNC3)n2)cc1,-1,-4
Cc1cc(C(N)=O)c2cccc(Cl)c2n1,12,14
O=C1C(=O)N(CN2CCCCCC2)c2ccccc21,-4,77*
COc1cccc(NC(=O)C2C3C=CC(O3)C2C(=O)O)c1 (configuration not stated),-2,1
CCC(C(=O)Nc1ccccc1-c1ccccc1)c1ccccc1 (configuration not stated),-5,-46
COc1ccc(-c2c3c(=O)n(C)c(=O)n(C)c3cn2-c2cccc(C)c2)cc1,30,34
Cn1cccc1C(=O)NN=Cc1c(Cl)cccc1Cl,-3,x
CCOc1ccc(C(=O)N2CCC(c3ccn4ncc(C(=O)N5CCCC5)c4c3)CC2)cc1,0,17
CC(C)(Oc1ccc(Cl)cc1)C(=O)Nc1ccc2nccnc2c1,8,x
COC(=O)c1sc(SC)c(S(=O)(=O)c2ccc(Cl)cc2)c1N,-15,x
Cc1cc(NC(=O)CN2CCc3nc(NC(=O)C4CC4)sc3C2)no1,-3,-10
O=C1C2C(C(=O)N1Cc1ccc(F)cc1)C1C=CC2C12CC2 (configuration not stated),5,-9
COc1ccc(C(=O)NCCCN=C2NS(=O)(=O)c3ccccc32)cc1OC,-2,-3
Cc1nc(-c2cccs2)c(CCC(=O)Nc2ccccc2C(F)(F)F)s1,10,-1
C=C(C)Cn1c(=O)c2c(nc3oc(-c4ccccc4)cn32)n(C)c1=O,-11,-8
CC1CCN(C(=O)c2cccc(CSc3ccc(-c4ccccc4)nn3)c2)CC1,-7,1
COc1ccccc1CNC(=O)C1CCCN(S(=O)(=O)c2ccc(Br)s2)C1 (configuration not stated),-4,-3
Cc1cc(C(=O)CSc2c(F)c(F)c(C(=O)O)c(F)c2F)ccc1Cl,2,x
O=C(C1=C(O)C(=O)N(c2nncs2)C1c1ccccc1)c1cccs1 (configuration not stated),5,33
Cc1cccc(OCCCC(=O)Nc2ccc(F)cc2)c1,-8,-14
CCCCSc1nnc2c(n1)OC(c1ccsc1)Nc1ccccc1-2 (configuration not stated),1,3
CCOc1ccc(CNC(=O)C2CCN(c3nc4cccnc4s3)CC2)cc1OC,-7,6
COc1ccc(-n2cc3c(c(C#N)c2=N)CC(C)(C)CC3=O)cc1,-2,-4
CC1=CC(=NC(=NS(=O)(=O)c2ccc(C)cc2)c2ccccc2)C(C)=CC1=O,-1,59*
O=C(NC1CC1)C1CCN(c2nc3cc(Cl)ccc3s2)CC1,-10,-2
O=C(NCc1cccnc1-c1ccc(F)cc1)c1ccc(F)cc1F,-2,-10
CC(C)n1cnnc1C1CCCN(C(=O)c2cccs2)C1 (configuration not stated),3,-3
Cc1cc(C)cc(NC(=O)N2CCCC2c2cc(C)on2)c1 (configuration not stated),-2,-8
CCCOC(=O)c1ccc(Oc2coc3cc(OC(=O)C4CC4)ccc3c2=O)cc1,2,-8
Cc1cccc(CC(=O)Nc2c3c(nn2-c2cccc(Cl)c2)CS(=O)C3)c1 (configuration not stated),-5,2

Next part.
SMILES,Pf apPOL block,mHTT-CaM PPI inh
COc1ccc(C=C2Oc3c(ccc(O)c3CN(C)C)C2=O)c(OC)c1OC,-8,8
COc1ccc(C(=O)N2CCC3(CC2)NC(=O)c2cc(Cl)ccc2N3C)c(OC)c1,-1,-7
CCc1nc(NCCC(C)C)c(C#N)c2c1COC(C)(C)C2,-4,-2
CN=C(N)NCCC[C@H](N)C(=O)O,2,x
Cc1c(Cl)c(C(F)(F)F)nn1CC(=O)Nc1ccc(Cl)c(Cl)c1,-1,100*
CC(=O)Oc1ccc2oc(C)c(C(=O)OC(C)C)c2c1,-1,-23
C=CCNC(=O)CN(c1cccc(Cl)c1)S(=O)(=O)c1ccccc1,0,-3
CCCCCc1ccc(-c2cn(CCCOCc3ccccc3)nn2)cc1,-3,-21
CC1NC2(CCN(S(=O)(=O)c3ccc(F)cc3)CC2)N(Cc2ccccc2)C1=O (configuration not stated),-2,0
CCOC(=O)CNC(=O)N1CCC(N2CCN(Cc3cccc(C)c3)C2=O)CC1,-8,11
CCN(CC)CCCN1C(=O)C(=O)C(=C(O)c2ccccc2)C1c1cccc([N+](=O)[O-])c1 (configuration not stated),-4,-2
Nc1c(-c2ccc(Cl)cc2)nnn1-c1cccc(C(F)(F)F)c1,2,-6
CCC(C)NC(=O)CN1N=C(c2ccc(Cl)cc2)CCC1=O (configuration not stated),-18,8
CC(Oc1ccc(Cl)cc1Cl)C(=O)Nc1cccnc1 (configuration not stated),-3,-2
O=C1C2C3c4ccccc4C(CO)(c4ccccc43)C2C(=O)N1c1cccc([N+](=O)[O-])c1 (configuration not stated),2,18
O=C1NCCCCC1NS(=O)(=O)c1cc(S(=O)(=O)c2ccccc2)cs1 (configuration not stated),1,x
Cc1cc(C=C2C(=O)c3ccccc3C2=O)c(C)n1-c1cccnc1,9,40
N#Cc1c(C(F)(F)F)cc(-c2ccccc2)nc1SCC(=O)c1ccccc1,4,x
COc1ccc(S(=O)(=O)CCc2nnc(NC(=O)c3ccc(C)c([N+](=O)[O-])c3)s2)cc1,-2,-4
O=C1C(=O)N(Cc2cccnc2)C(c2cccc([N+](=O)[O-])c2)C1=C(O)c1ccc(F)cc1 (configuration not stated),-7,-1
Cc1ccc(-c2cncc(C(=O)Nc3ccc(C)cc3C)c2)cc1,-2,-4
O=[N+]([O-])c1ccc(CSc2nc3cc(Cl)c(F)cc3[nH]2)cc1,-11,x
CCN1C(=O)c2cccc3c(NC(=O)C(C)(C)C)ccc1c23,-8,2
Cc1ccc(N2C(=O)CC(SCC(=O)Nc3cc(C(F)(F)F)cc(C(F)(F)F)c3)C2=O)cc1[N+](=O)[O-] (configuration not stated),-1,x
COc1ccc2c(c1)C(=O)CC(c1ccc(C)cc1)O2 (configuration not stated),2,-11
COC1=CC(=O)CC(C)C12Oc1c(Cl)c(OC)cc(OC)c1C2=O (configuration not stated),-4,x
O=C(c1ccccc1)n1ccc2ccccc21,0,-76
CCc1c(C)sc(NC(=O)c2cc3n(n2)C(C(F)(F)F)CC(c2cccs2)N3)c1C#N (configuration not stated),-3,-8
Cc1c(-c2ccnc(N)n2)nnn1-c1ccc(Cl)cc1Cl,-12,x
O=C(Nc1ccc(Cl)c(Cl)c1)c1ccc(F)c(S(=O)(=O)NCc2cccs2)c1,5,81*

Already shown: an excerpt of the list.
SMILES,Pf apPOL block,mHTT-CaM PPI inh
COc1ccc(C=C2Oc3c(ccc(O)c3CN(C)C)C2=O)c(OC)c1OC,-8,8
COc1ccc(C(=O)N2CCC3(CC2)NC(=O)c2cc(Cl)ccc2N3C)c(OC)c1,-1,-7
CCc1nc(NCCC(C)C)c(C#N)c2c1COC(C)(C)C2,-4,-2
CN=C(N)NCCC[C@H](N)C(=O)O,2,x
Cc1c(Cl)c(C(F)(F)F)nn1CC(=O)Nc1ccc(Cl)c(Cl)c1,-1,100*
CC(=O)Oc1ccc2oc(C)c(C(=O)OC(C)C)c2c1,-1,-23
C=CCNC(=O)CN(c1cccc(Cl)c1)S(=O)(=O)c1ccccc1,0,-3
CCCCCc1ccc(-c2cn(CCCOCc3ccccc3)nn2)cc1,-3,-21
CC1NC2(CCN(S(=O)(=O)c3ccc(F)cc3)CC2)N(Cc2ccccc2)C1=O (configuration not stated),-2,0
CCOC(=O)CNC(=O)N1CCC(N2CCN(Cc3cccc(C)c3)C2=O)CC1,-8,11
CCN(CC)CCCN1C(=O)C(=O)C(=C(O)c2ccccc2)C1c1cccc([N+](=O)[O-])c1 (configuration not stated),-4,-2
Nc1c(-c2ccc(Cl)cc2)nnn1-c1cccc(C(F)(F)F)c1,2,-6
CCC(C)NC(=O)CN1N=C(c2ccc(Cl)cc2)CCC1=O (configuration not stated),-18,8
CC(Oc1ccc(Cl)cc1Cl)C(=O)Nc1cccnc1 (configuration not stated),-3,-2
O=C1C2C3c4ccccc4C(CO)(c4ccccc43)C2C(=O)N1c1cccc([N+](=O)[O-])c1 (configuration not stated),2,18
O=C1NCCCCC1NS(=O)(=O)c1cc(S(=O)(=O)c2ccccc2)cs1 (configuration not stated),1,x
Cc1cc(C=C2C(=O)c3ccccc3C2=O)c(C)n1-c1cccnc1,9,40
N#Cc1c(C(F)(F)F)cc(-c2ccccc2)nc1SCC(=O)c1ccccc1,4,x
COc1ccc(S(=O)(=O)CCc2nnc(NC(=O)c3ccc(C)c([N+](=O)[O-])c3)s2)cc1,-2,-4
O=C1C(=O)N(Cc2cccnc2)C(c2cccc([N+](=O)[O-])c2)C1=C(O)c1ccc(F)cc1 (configuration not stated),-7,-1

The list continues.
SMILES,Pf apPOL block,mHTT-CaM PPI inh
COc1ccc(Nc2nc(Cl)nc(Nc3ccc(OC)cc3OC)n2)c(OC)c1,4,17
CC(=O)N1CCc2cc(N3CC(C(=O)NCC(C)C)CC3=O)ccc21 (configuration not stated),0,-3
Cc1cc(C)cc(C(=O)N2CCCC(c3nc(CCNC(=O)C4CCC4)cs3)C2)c1 (configuration not stated),-2,9
COc1ccc(N2C(=O)CC(NCCc3ccc(Cl)cc3Cl)C2=O)cc1 (configuration not stated),2,1
CCC(=O)N1CCc2cc(Br)cc(S(=O)(=O)Nc3cc(OC)cc(OC)c3)c21,2,23
O=C(O)CCn1nc(Nc2ccccc2)n(-c2ccccc2)c1=S,-2,x
COc1cc(-c2ncc3ccccn23)cc(OC)c1OC,2,8
COc1ccc(-n2ncc3c(NC(C)(C)C)ncnc32)cc1,-6,21
COc1ccc(N2C(=O)CSC2c2ccc(Cl)cc2)cc1 (configuration not stated),-29,-3
COc1cccc(N2CCN(Cc3ccco3)CC2)c1,2,10
Cc1ccc(OCC(=O)Nc2ccccc2I)c(C)c1,5,-22
COc1ccc(OC)c(CNC(=O)C2CCCN(C(=O)c3ccccc3F)C2)c1 (configuration not stated),-9,28
CCOc1ccc(CNC(=O)C2CCN(Cc3cn(C)c4ccccc34)CC2)cc1OCC,-5,9
CCS(=O)(=O)c1ccc(CC(=O)Nc2ccc(OC)c3ccccc23)cc1,-4,4
CCOC(=O)c1sc(NC(=O)CSc2ccc(NC(=O)C(C)C)nn2)nc1C,3,10
COCCCNC(=O)CN(c1cc(C(F)(F)F)ccc1Cl)S(C)(=O)=O,-3,-2
CCOc1ccc(NC(=O)CSc2nnc(CC)c(CC)n2)cc1,-4,10
CC(C)N1CCN(C(=O)c2cc3c(s2)CN(C2CCCC2)C3)CC1,2,-3
CCOc1ccc(N2C(=O)CC(NCCc3cccc(F)c3)C2=O)cc1 (configuration not stated),2,-13

Exported field by field: entries from further up.
mol: O=C(O)CCn1nc(Nc2ccccc2)n(-c2ccccc2)c1=S
  Pf apPOL block: -2
  mHTT-CaM PPI inh: x
mol: COc1cc(-c2ncc3ccccn23)cc(OC)c1OC
  Pf apPOL block: 2
  mHTT-CaM PPI inh: 8
